# Assay outcomes (PubChem BioAssay)
# U2OS ROS induce – ROS inducers in U2OS cancer cells, primary screen, cell-based, H2DCF-DA fluorescence | hit rate 2% among 46,000 | AID 624156, 2012 | ROS induction (% of piperlongumine), % at 10 µM | U2OS ROS induction; in the data active = ROS induction above about 79%, passing the limit was not always enough; inconclusive = no clear call, values can overlap the other calls;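 also: 0% = DMSO vehicle median and 100% = reference compound median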
# The depositor's hits bear a star; u = inconclusive. Not all compounds are listed; the hit share may differ from the screen's.
compound | U2OS ROS induce
C[C@@H]1O[C@@H](O[C@H]2[C@H](O[C@H]3CC[C@@]4(C)C(CC[C@]5(C)C4C=C[C@]46OC[C@@]7(CCC(C)(C)C[C@H]74)[C@@H](O)C[C@]65C)[C@]3(C)CO)O[C@H](CO)[C@@H](O)[C@@H]2O[C@@H]2O[C@H](CO)[C@@H](O[C@@H]3O[C@@H](C)[C@H](O)[C@@H](O)[C@H]3O)[C@H](O)[C@H]2O)[C@H](O)[C@H](O)[C@H]1O (some centres not stated) | -42
Cc1c(O)c(=O)n(-c2ccccc2)n1C | 21
C[C@H]1CN([C@@H](C)CO)C(=O)c2cc(NS(=O)(=O)c3cccs3)ccc2O[C@H]1CN(C)S(=O)(=O)c1ccc(F)cc1 | 10
CC#CC#C/C=C1\C=CC2(OC=CC2OC(=O)C=C(C)C)O1 (configuration not stated) | -13
C[C@H]1CN([C@@H](C)CO)C(=O)Cc2cc(NS(=O)(=O)c3ccccc3)ccc2O[C@@H]1CN(C)C(=O)Nc1ccccc1 | -7
CCOC(=O)N1CCc2c(sc3ncn(Cc4ccc(Cl)cc4)c(=O)c23)C1 | 60
C[C@@H]1CCCCO[C@@H](CN(C)C(=O)Nc2ccc(F)cc2)[C@@H](C)CN([C@H](C)CO)C(=O)c2cc(NS(=O)(=O)c3cccs3)ccc2O1 | 4
C[C@H](CO)N1C[C@H](C)[C@H](CN(C)Cc2ccc(C(F)(F)F)cc2)Oc2ccc(NC(=O)Nc3ccc(F)cc3)cc2CC1=O | 26
C[C@@H]1CN([C@@H](C)CO)C(=O)c2cc(NS(C)(=O)=O)ccc2O[C@@H]1CN(C)S(C)(=O)=O | -4
C[C@@H]1CN([C@H](C)CO)C(=O)c2cccc(NS(=O)(=O)c3ccc(F)cc3)c2O[C@H]1CN(C)Cc1ccccc1 | -4
C[C@H]1CN([C@@H](C)CO)C(=O)c2cccc(NC(=O)Nc3ccc(F)cc3)c2O[C@@H]1CN(C)S(C)(=O)=O | 34
CN(CCCn1cnc2c([nH]c3ccccc32)c1=O)C1CCCCC1 | 1
Cc1noc(C)c1S(=O)(=O)N(C)C[C@H]1Oc2ccc(NC(=O)NC3CCCCC3)cc2CC(=O)N([C@@H](C)CO)C[C@@H]1C | -4
COc1ccc(C)cc1S(=O)(=O)NCc1ccncc1 | -6
C[C@H]1CN([C@@H](C)CO)C(=O)c2cc(NC(=O)Nc3ccccc3)ccc2O[C@@H]1CN(C)Cc1ccc(Oc2ccccc2)cc1 | 34
COc1ccc(S(=O)(=O)Nc2ccc3c(c2)CC(=O)N([C@@H](C)CO)C[C@H](C)[C@H](CN(C)Cc2ccncc2)O3)cc1 | 6
Cc1noc(C)c1NC(=O)N(C)C[C@@H]1Oc2ccc(NC(=O)CCN3CCOCC3)cc2CC(=O)N([C@H](C)CO)C[C@@H]1C | -13
COc1ccc(S(=O)(=O)N(CCO)c2ccccc2CN(C)C/C=C/c2ccc(Cl)cc2)cc1 | u
CCN(CC)C(=O)CSc1ncnc2sc(C)c(C)c12 | -6
Cc1noc(C)c1S(=O)(=O)N(C)C[C@H]1OCCCC[C@@H](C)Oc2ccc(NC(=O)NC(C)C)cc2C(=O)N([C@H](C)CO)C[C@@H]1C | 32
C[C@@H]1CN([C@@H](C)CO)C(=O)CCCn2nncc2CO[C@H]1CN(C)C(=O)Nc1ccc(C(C)(C)C)cc1 | -6
CC(C)S(=O)(=O)c1cscc1NC(=O)Nc1ccccc1 | 10
Cc1ccc(S(=O)(=O)N(C)C[C@H]2Oc3ccc(NC(=O)CCCCCC(=O)Nc4ccccc4N)cc3C(=O)N([C@@H](C)CO)C[C@@H]2C)cc1 | -2
C[C@H]1CN([C@@H](C)CO)C(=O)CCCn2nncc2CO[C@H]1CN(C)Cc1ccc2cccnc2c1 | 34
COc1c(C(C)C)oc2cc3oc(=O)ccc3cc12 | 5
C[C@H]1CN([C@@H](C)CO)C(=O)c2cccc(NS(=O)(=O)c3cccs3)c2O[C@@H]1CN(C)S(=O)(=O)c1ccc(Cl)cc1 | 2
Cc1ccc(S(=O)(=O)Nc2ccc3c(c2)CC(=O)N([C@H](C)CO)C[C@@H](C)[C@H](CN(C)Cc2ccc(C(F)(F)F)cc2)O3)cc1 | 10
COc1ccc([C@@]2(O)c3c(ccc(/C=C/C4(C)CCC(C)(C)CO4)c3O)NC(=O)[C@@H]2OC)cc1 (some centres not stated) | -5
C[C@@H]1CN([C@@H](C)CO)C(=O)CCCn2nncc2CO[C@H]1CN(C)C(=O)Nc1cccc(C(F)(F)F)c1 | 16
N#CCC(c1ccccc1)C(C#N)c1ccc(Br)cc1 (configuration not stated) | -7
O=C(N/N=C/c1ccoc1)c1ccccn1 | -3
C[C@H](CO)N1C[C@H](C)[C@H](CN(C)S(=O)(=O)c2ccc(Cl)cc2)Oc2c(NC(=O)Nc3ccc4c(c3)OCO4)cccc2C1=O | 7
C[C@H]1CN([C@@H](C)CO)C(=O)Cc2cc(NC(=O)Nc3ccc4c(c3)OCO4)ccc2O[C@H]1CN(C)Cc1ccccc1 | 9
COc1cccc(S(=O)(=O)N(C)C[C@@H]2OCc3cnnn3CCCC(=O)N([C@@H](C)CO)C[C@H]2C)c1 | -2
CCN1C(=O)/C(=C2\C=Cc3ccccc3N2CC)SC1=S | 49
C[C@H]1CN([C@@H](C)CO)C(=O)Cc2cc(NC(=O)CCCN(C)C)ccc2O[C@@H]1CN(C)Cc1ccc(-c2ccccc2)cc1 | -8
N#Cc1ccsc1NC(=O)CSc1ncn[nH]1 | -10
COc1ccc2c(c1OC)C(=O)OC2Nc1nc2ccc(OC(F)(F)F)cc2s1 (configuration not stated) | 49
O=c1oc2ccccc2cc1O | 5
C[C@@H]1CN([C@@H](C)CO)C(=O)Cc2cc(NC(=O)Nc3ccc4c(c3)OCO4)ccc2O[C@@H]1CN(C)Cc1ccc2c(c1)OCO2 | 10
O=C(CCCCCCC(=O)Nc1ccccc1O)N/N=C/[C@H](O)[C@@H](O)[C@H](O)[C@H](O)CO | 11
C[C@H](CO)N1C[C@H](C)[C@@H](CN(C)S(C)(=O)=O)Oc2ccc(NC(=O)Cn3cnnn3)cc2C1=O | -8
O=C(Cn1c(-c2ccccn2)nc2ccccc21)NCc1ccccc1 | 7
C=CCc1ccccc1OCC(O)CNC(C)C (configuration not stated) | 3
COC(=O)c1ccccc1NC(=O)CSc1nnc(-c2ccccc2O)n1-c1ccccc1 | 16
C/C=C(/C)C(=O)O[C@H]1CC(C)(C)C[C@H]2C3=CCC4[C@@]5(C)CC[C@H](O[C@@H]6O[C@H](C(=O)O)[C@@H](O[C@@H]7O[C@H](CO)[C@H](O)[C@H](O)[C@H]7O[C@@H]7O[C@H](CO)[C@@H](O)[C@H](O)[C@H]7O)[C@H](O)[C@H]6O[C@@H]6O[C@@H](C)[C@H](O)[C@@H](O)[C@H]6O)C(C)(C)C5CC[C@@]4(C)[C@]3(C)[C@@H](OC(C)=O)[C@@H](O)[C@@]12COC(C)=O (some centres not stated) | -34
Cn1c2ccccc2c2c3c(c4c5ccccc5n(CCC#N)c4c21)CNC3=O | 10
COc1ccc(NC(=O)Nc2cccc3c2O[C@H](CN(C)Cc2ccc4c(c2)OCO4)[C@H](C)CN([C@@H](C)CO)C3=O)cc1 | 13
O=C1N[C@H](C(=O)O)C1Cc1ccccc1 (some centres not stated) | 37
O=C(CCCCCC(=O)Nc1ccccc1O)N/N=C/C=C/c1ccccc1 | 30

# (cont.)
compound | U2OS ROS induce
C[C@H]1CN([C@@H](C)CO)C(=O)Cc2cc(NC(=O)C3CC3)ccc2O[C@H]1CN(C)S(=O)(=O)c1cccs1 | 28
CCSC1=C(C#N)C(=O)NCS1 | -2
C[C@@H]1CN([C@H](C)CO)C(=O)c2cccc(NC(=O)NC3CCCCC3)c2O[C@@H]1CN(C)S(=O)(=O)c1ccc(Cl)cc1 | 4
COc1ccc(S(=O)(=O)N(C)CC(=O)Nc2cccc(C(F)(F)F)c2)cc1C | -6
COC(=O)[C@]1(CCC(=O)OC(C)(C)C)N=C(c2ccc(OCCCO)cc2)O[C@@H]1c1ccccc1CN=[N+]=[N-] | 74
Cc1cc(C)c(S(=O)(=O)Nc2cc3c4c(oc3c3ccccc23)CCCC4=O)cc1C | -12
COc1ccc(NC(=O)N(C)C[C@H]2Oc3c(NC(=O)C4CCCCC4)cccc3C(=O)N([C@@H](C)CO)C[C@H]2C)cc1 | 2
O=C(NCc1ccc(Cl)cc1)c1sc2ccccc2c1Cl | 1
C[C@@H]1CN([C@@H](C)CO)C(=O)c2cccc(NC(=O)Nc3ccccc3)c2O[C@@H]1CN(C)S(=O)(=O)c1cccs1 | 5
O=C(Nc1ccc(I)cc1C(=O)NCC1CCCO1)c1ccco1 (configuration not stated) | 15
Cc1cc(C)n(S(=O)(=O)c2cc(C(=O)O)c(Cl)cc2Cl)n1 | 0
C[C@H](CO)N1C[C@H](C)[C@@H](CN(C)CC2CC2)OCc2cnnn2CCCC1=O | -6
Cn1c(CSCc2ccccc2)c(C#N)c2ccccc21 | 8
COc1ccc(S(=O)(=O)N(C)C[C@@H]2Oc3c(NC(=O)C4CC4)cccc3C(=O)N([C@@H](C)CO)C[C@H]2C)cc1 | 6
C[C@@H]1CN([C@H](C)CO)C(=O)CCCn2cc(nn2)CO[C@H]1CN(C)C(=O)C1CCCCC1 | -9
CC(C)NC(=O)Nc1cccc2c1O[C@H](CN(C)S(=O)(=O)c1ccccc1)[C@H](C)CN([C@@H](C)CO)C2=O | -10
C[C@H]1CN([C@@H](C)CO)C(=O)Cc2cc(NS(=O)(=O)c3ccc(Cl)cc3)ccc2O[C@H]1CN(C)Cc1ccc(Cl)c(Cl)c1 | 2
Cc1noc(C)c1NC(=O)N(C)C[C@@H]1OCc2cn(nn2)CCCC(=O)N([C@H](C)CO)C[C@@H]1C | 36
C[C@H](CO)N1C[C@H](C)[C@H](CN(C)C(=O)Nc2ccc(F)cc2)Oc2ncc(C#Cc3cccc(F)c3)cc2C1=O | 15
Cc1cc(C(=O)Nc2cccc3c2O[C@H](CN(C)C(=O)NC2CCCCC2)[C@@H](C)CN([C@H](C)CO)C3=O)n(C)n1 | -11
O=C(CSc1nc2c(c(C(F)(F)F)n1)CCCC2)Nc1ccccc1 | -2
C[C@@H]1CN([C@H](C)CO)C(=O)c2cccc(NC(=O)NC3CCCCC3)c2O[C@@H]1CN(C)C(=O)Nc1ccc(C(F)(F)F)cc1 | 7
CN1CCN(CC(=O)Nc2sc3c(c2C(=O)Nc2ccccc2)CCCC3)CC1 | 7
Cc1ccccc1NC(=O)Cc1ccccc1 | 2
O=C(CSc1nc2cc3ccccc3cc2[nH]1)Nc1ccc(F)cc1 | 21

# Next compounds follow:
Compound	U2OS ROS induce
C[C@H](CO)N1C[C@H](C)[C@@H](CN(C)C)Oc2ccc(NS(=O)(=O)c3ccccc3)cc2C1=O	-2
C[C@H](CO)N1C[C@H](C)[C@@H](CN(C)S(=O)(=O)c2ccc(F)cc2)Oc2c(NC(=O)Nc3ccc(F)cc3)cccc2C1=O	43
COc1ccccc1OCC(=O)Nc1ccccc1C(=O)N1C(C)CCCC1C (configuration not stated)	-1
CN(c1ccccc1C(=O)NCC1CCCO1)S(C)(=O)=O (configuration not stated)	-13
COc1ccc(CNC(=O)Cn2c3ccccc3c3nc(=O)cc(C)n32)cc1	-8
C[C@H]1CN([C@@H](C)CO)C(=O)Cc2cc(NS(=O)(=O)c3cn(C)cn3)ccc2O[C@H]1CN(C)CC1CCCCC1	-10
N#Cc1cccc2cccc(Sc3ccccc3)c12	-1
COc1ccc(N(C(C)C(=O)Nc2cc(Cl)ccc2C)S(C)(=O)=O)cc1 (configuration not stated)	-5
COc1ccc(Cn2c(SCc3cccc(C(F)(F)F)c3)nc3ncccc3c2=O)cc1	16
COc1ccc(NC(=O)Nc2cccc3c2O[C@H](CN(C)S(=O)(=O)c2ccc(Cl)cc2)[C@@H](C)CN([C@H](C)CO)C3=O)cc1	0
Cc1noc(C)c1NC(=O)Nc1cccc2c1O[C@H](CN(C)C)[C@H](C)CN([C@H](C)CO)C2=O	-19
COc1ccc(C2CC(=O)c3c(O)cc(O[C@@H]4O[C@H](CO)[C@@H](OC5OCC(O)(CO)C5O)[C@H](O)[C@H]4O)cc3O2)cc1 (some centres not stated)	-5
Cc1ccccc1NC(=O)CCc1nc(-c2ccccc2F)no1	12
COc1ccc2c(c1)c(/C=C/c1nc3ccc(I)cc3c(=O)n1CCCO)c(C)n2C	u
C[C@H]1CN([C@@H](C)CO)C(=O)Cc2cc(NS(=O)(=O)c3cccs3)ccc2O[C@@H]1CN(C)S(=O)(=O)c1cccs1	8
C[C@@H]1CCCCO[C@H](CN(C)C(=O)Nc2ccccc2)[C@@H](C)CN([C@H](C)CO)C(=O)c2cc(NS(=O)(=O)c3ccc(F)cc3)ccc2O1	36
Cc1nc2ccccc2c(=O)n1/N=C/c1ccsc1	3
OC[C@H]1O[C@@H](OCc2ccccc2)[C@H](O)[C@@H](O)[C@@H]1O	11
COc1ccc(NC(=O)N(C)C[C@H]2Oc3ccc(NC(=O)CCCN(C)C)cc3C(=O)N([C@H](C)CO)C[C@H]2C)cc1	-4
C[C@@H]1CN([C@@H](C)CO)C(=O)Cc2cc(NC(=O)C3CCCCC3)ccc2O[C@@H]1CN(C)Cc1ccc(-c2ccccc2)cc1	35
